Screening data: PubChem, several laboratories
hERG protect – compounds protecting human hERG from proarrhythmic drug block | AID 1511 | 310,000 compounds, 0.51% hits | activation (rescue from dofetilide block), less the hit threshold, % at 10 µM | CHO-hERG, FluxOR thallium flux, dofetilide IC70 present | Q12809;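 active means activation above the mean of controls blocked by dofetilide plus 5 SD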;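 further: thallium influx through hERG after potassium depolarization seen as dye fluorescence rise; in these data hits start at about 4.7%; inactives centre near -7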
KCNK9 block – human KCNK9 channel inhibition | HEK293 KCNK9, FluxOR thallium flux fluorescence; stronger effect = lower value | Q9NPC2 | 310,000 compounds, 1.2% hits | B-score at 10 µM;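 active means ratio B-score over 3 SD below the library mean, with starting fluorescence within 5 SD of its mean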;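 further: negative B-score means less thallium flux so channel inhibition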
Target sequence (Q9NPC2 whole entry, looked up): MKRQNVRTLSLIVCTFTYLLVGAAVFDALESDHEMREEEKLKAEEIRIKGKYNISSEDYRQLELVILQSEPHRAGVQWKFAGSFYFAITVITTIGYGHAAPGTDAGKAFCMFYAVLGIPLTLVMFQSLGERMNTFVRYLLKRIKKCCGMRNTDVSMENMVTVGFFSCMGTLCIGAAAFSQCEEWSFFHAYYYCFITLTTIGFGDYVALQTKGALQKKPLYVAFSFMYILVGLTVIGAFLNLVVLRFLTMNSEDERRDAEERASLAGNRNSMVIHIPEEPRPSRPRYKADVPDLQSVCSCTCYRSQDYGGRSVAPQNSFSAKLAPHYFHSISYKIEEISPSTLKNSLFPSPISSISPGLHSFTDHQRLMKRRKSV
KCNK3 block – human KCNK3 channel inhibition, primary screen; B-score at 10 µM; 340,000 compounds, 0.84% hits; CHO-KCNK3 thallium flux, FluxOR fluorescence; stronger effect = lower value; O14649;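 active means B-score under library mean minus 4 SD, starting fluorescence ratio at most library mean plus 5 SD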;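 further: more negative B-score means stronger inhibition of thallium flux through KCNK3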
Dyrk1A ADPGlo – blocks rat Dyrk1A kinase activity; 310,000 compounds, 0.43% hits; inhibition, % at 12.5 µM; ADP-Glo luminescence, NFATc1 peptide; in the data active means inhibition above about 50%;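 further: plate controls were vehicle with enzyme for no effect and no enzyme for full effect; many of its hits are not listed in these tables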
KCNQ1 pot – potentiates or activates the human KCNQ1 potassium channel | CHO-K1 KCNQ1, thallium flux FluxOR fluorescence; stronger effect = higher value | B-score at 10 µM | 310,000 compounds, 0.35% hits | AID 2648;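 active means fluorescence ratio B-score, a plate-corrected score, at least three library SD, with initial intensity B-score within 5 SD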
Target sequence (P51787 whole entry, looked up): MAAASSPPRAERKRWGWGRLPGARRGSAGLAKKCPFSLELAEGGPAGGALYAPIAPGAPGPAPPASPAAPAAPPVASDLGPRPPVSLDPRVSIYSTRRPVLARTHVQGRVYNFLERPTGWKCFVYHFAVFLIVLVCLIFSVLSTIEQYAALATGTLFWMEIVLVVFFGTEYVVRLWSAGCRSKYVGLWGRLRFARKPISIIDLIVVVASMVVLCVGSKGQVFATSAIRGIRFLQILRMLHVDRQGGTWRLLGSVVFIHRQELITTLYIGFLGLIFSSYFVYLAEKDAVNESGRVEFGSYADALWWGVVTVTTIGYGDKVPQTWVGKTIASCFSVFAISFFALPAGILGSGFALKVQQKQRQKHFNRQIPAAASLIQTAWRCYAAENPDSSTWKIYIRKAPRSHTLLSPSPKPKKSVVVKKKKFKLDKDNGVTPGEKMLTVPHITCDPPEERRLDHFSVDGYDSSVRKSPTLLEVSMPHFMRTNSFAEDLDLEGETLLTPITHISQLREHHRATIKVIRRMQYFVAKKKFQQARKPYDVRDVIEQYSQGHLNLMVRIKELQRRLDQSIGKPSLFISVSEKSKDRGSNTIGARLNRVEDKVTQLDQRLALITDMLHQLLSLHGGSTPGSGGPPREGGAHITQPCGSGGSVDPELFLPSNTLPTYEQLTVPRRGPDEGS
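assay system = KCNQ1-transfected CHO-K1 cells | medium = assay buffer with matched DMSO | probe or stimulus = depolarizing K+/Tl+ stimulus, K2SO4 and Tl2SO4 each 12.5 mM in 5x stock | dosing = single dose | incubation = dye 90 min, compound 20 min, room temperature | detection = kinetic FluxOR fluorescence, 10 s baseline plus 110 s post-stimulus | evaluation = ratio B score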
GSK3 alpha inh – human GSK-3 alpha kinase inhibition; AID 2650; inhibition, % at 10 µM; 320,000 compounds, 0.1% hits; ADP-Glo luminescence, 60 min; P49840;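 in the data active means inhibition above about 50%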;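 further: GST-tagged GSK-3 alpha with peptide substrate and 25 µM ATP; 0% = DMSO neutral wells and 100% = GW8510 positive control wells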
PolyA inhibitor – blocks polyadenylation in yeast reporter cells; 300,000 compounds, 0.02% hits; S. cerevisiae SKY197-pL101 polyadenylation reporter, beta-gal luminescence; efflux-impaired pdr1/pdr3 knockout yeast; score 100 = 6 SD above DMSO; AID 1875; calls only at 12 µM;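 active means lowest replicate activity score at least 50, where 100 means six control SD above control mean; inconclusive means lowest score under 50 but half or more replicates reach 50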;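 further: yeast exposed to compound for 9 h at 30 °C; higher score means more reporter readthrough which indicates perturbed polyadenylation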
KCNQ1 block – inhibitors of human KCNQ1 potassium channel. P51787. CHO-K1 KCNQ1, FluxOR thallium flux fluorescence; stronger effect = higher value. 310,000 compounds, 1.3% hits. B-score at 10 µM;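 active means compounds whose thallium flux B-score, printed positive for inhibition, exceeds three library SD while starting fluorescence stays within three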;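 further: channel opened by potassium depolarization with thallium stimulus after 20 min compound exposure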
HDAC3 inhib – inhibitors of human histone deacetylase 3 | inhibition, % at 8.3 µM | O15379 | AID 2718 | 320,000 compounds, 0.15% hits | recombinant HDAC3, fluorogenic peptide/trypsin coupled, fluorescence; in the data active means inhibition above about 26%, passing the limit was not always enough; inconclusive means no clear call, values can overlap the other calls
RGS4 pot – potentiators or activators of RGS4; HEK293 M3R/inducible RGS4, carbachol calcium flux Fluo4; stronger effect = lower value; B-score at 10 µM; 310,000 compounds, 0.92% hits;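 active means B-score of the integrated calcium signal more than 4 SD below the library mean, with starting fluorescence not abnormally high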;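 further: negative B-score means reduced calcium response which marks RGS4 activation or potentiation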
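Assay system: Inducible-RGS4 HEK293 cells carrying M3 receptor | Schedule: Compound preincubation 20 min at room temperature before agonist | Signal: Kinetic calcium fluorescence imaging with Fluo4-AM dye, 2 µM | Read-out basis: B score from integrated fluorescence ratio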
GSK3B inh – human GSK3beta kinase inhibition. P49841. GST-GSK3beta kinase, ADP-Glo luminescence, 60 min; stronger effect = lower value. activity score (negative = inhibition), % at 10 µM. 300,000 compounds, 0.038% hits;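 active means more than half of replicate wells score below -50%, meaning over 50% inhibition versus plate controls; inconclusive means some replicates but at most half score below -50%; inactive means no replicate scores below -50%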;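 further: 0% = median DMSO wells and -100% = median GW8510 positive control wells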
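Test system: GST-fused GSK3beta enzyme, cell-free | Quantity: 1.6 ng GST-GSK3beta enzyme per well | Reagent: 25 µM ATP with peptide substrate | Schedule: 60 min enzyme reaction, room temperature | Signal: Luminescent ADP-Glo measurement of ADP formed | Read-out basis: Score relative to plate controls | Control set: DMSO and 20 µM GW8510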
* marks the source's active call; other numbers are inactive results; i = inactive; ? = inconclusive; . = not tested or not shown. An excerpt; count on the stated rates, not on these rows.

mol	hERG protect	KCNK9 block	KCNK3 block	Dyrk1A ADPGlo	KCNQ1 pot	GSK3 alpha inh	PolyA inhibitor	KCNQ1 block	HDAC3 inhib	RGS4 pot	GSK3B inh
CC1CCc2sc(NC(=O)C3CC(Cl)=CCC3C(=O)O)c(C#N)c2C1 (configuration not stated)	-2	i	i	-2	i	-5	i	i	8	i	4
CCOC(=O)N1CCN(S(=O)(=O)c2cccc3ccc(C)nc23)CC1	-14	i	i	5	i	0	i	i	5	i	-2
O=S(=O)(NCC(c1cccnc1)N1CCN(Cc2ccccc2)CC1)c1cc(F)ccc1F (configuration not stated)	-5	i	i	-2	i	1	i	i	3	i	-5
N=C1C(c2nc(-c3cccc([N+](=O)[O-])c3)cs2)=C(O)CN1NC(=O)c1ccco1	-5	i	i	-37	i	2	i	i	1	i	0
COc1cccc(-c2cc(C(=O)Nc3cc(OC)c(OC)c(OC)c3)no2)c1	-14	i	i	7	i	-4	.	i	6	i	3
CCOC(=O)n1c(=O)n(C)c2ccc(Cl)cc21	-8	i	i	1	i	-3	i	i	-2	i	1
CCOC(=O)c1c(NC(=O)CN2CCCCC2)sc(C)c1C	-4	i	i	0	i	-1	i	i	5	i	0
COc1cc2c(cc1NC(=O)C(C)Sc1ccc(NC(C)=O)cc1)oc1ccccc12 (configuration not stated)	-32	i	i	-2	i	3	i	i	8	i	-2
Cc1cc(NC(=O)CCC(=O)N(CC(=O)NCC2CCCO2)c2ccc3c(c2)OCCO3)no1 (configuration not stated)	-9	i	i	4	i	-9	i	i	-3	i	0
Cc1cc(S(=O)(=O)n2cnc3cc([N+](=O)[O-])ccc32)ccc1Cl	-7	i	i	38	i	-1	i	i	-4	i	3
COc1ccccc1-n1cnc2c(c1=O)c1nc3ccccc3nc1n2CCc1ccccc1	-12	i	i	-3	i	-3	i	i	2	i	-1
Cc1nn(CC(=O)OCC(=O)Nc2ccccc2[N+](=O)[O-])c(C)c1[N+](=O)[O-]	-10	i	i	-7	i	-2	i	i	1	i	3

Further records
mol	hERG protect	KCNK9 block	KCNK3 block	Dyrk1A ADPGlo	KCNQ1 pot	GSK3 alpha inh	PolyA inhibitor	KCNQ1 block	HDAC3 inhib	RGS4 pot	GSK3B inh
Cc1nn(-c2ccccc2)c2sc(-c3n[nH]c(=S)o3)cc12	-9	i	i	-1	i	8	i	i	-129	i	-5
CCOc1ccc(C(=O)Nc2nnc(SCC(=O)NCC3CCCO3)s2)cc1OCC (configuration not stated)	-5	i	i	-4	i	-2	i	i	-3	i	-7
Cc1nc(SCC(=O)NCCc2ccc(Cl)cc2)nc(C)c1C	3	i	i	1	i	-4	i	i	-2	i	0
CN(C)c1cccc(C(=O)Nc2cc(C(F)(F)F)ccc2-n2cnc3ccccc32)c1	-8	i	i	1	i	.	i	i	.	i	-1
O=C(/C=C/c1ccc(Cl)cc1Cl)NC(=S)Nc1ccccn1	-8	i	i	-1	i	-5	i	i	-4	i	-1
CC1CCC2C(C1)OS(=O)(=O)NC2(C)C (configuration not stated)	-5	i	.	.	i	-2	i	i	4	i	4
CCCn1nc2cc(C(=O)NC3CCCc4ccccc43)ccc2c1OCC (configuration not stated)	-7	i	i	9	i	-2	i	i	-35	i	1
OCCCNc1ncnc2c1[nH]c1ccccc12	-8	i	i	21	i	2	i	i	-13	i	-2
COc1ccc(OC)c(C2=Nn3c(nnc3C3CCCCC3)SC2)c1	-5	i	i	33	i	1	i	i	?	i	5
COc1ccc(C2N(c3ccc(OC)cc3)C(=O)C3CCCN32)cc1 (configuration not stated)	-9	i	i	11	i	-3	i	i	-1	i	2
CC(c1ccccc1)N(NC(=O)C(O)(c1ccccc1)c1ccccc1)C(=O)c1ccccc1 (configuration not stated)	-6	i	i	.	i	.	i	i	.	i	-4
O=C(CCl)NCc1c(Cl)cccc1-n1cccc1	-9	i	i	-2	i	.	i	i	-3	i	-12

The list goes on:
mol	hERG protect	KCNK9 block	KCNK3 block	Dyrk1A ADPGlo	KCNQ1 pot	GSK3 alpha inh	PolyA inhibitor	KCNQ1 block	HDAC3 inhib	RGS4 pot	GSK3B inh
CN(C)S(=O)(=O)c1cccc(NC(=O)CCCC2CCCCC2)c1	-12	i	i	.	i	1	i	i	9	i	-1
Cc1ccc(S(=O)(=O)N(C)C)cc1NC(=O)c1cccs1	-1	i	i	.	i	-1	i	i	-10	i	-1
CC(=O)Nc1ccc(NC(=O)C(C)OC(=O)c2ccc(C)s2)cc1 (configuration not stated)	-8	i	i	0	i	2	i	i	0	i	1
Cc1ccc(/C=C(\NC(=O)c2ccccc2)C(=O)NC(Cc2ccccc2)C(=O)O)cc1 (configuration not stated)	-1	i	i	0	i	-1	i	i	5	i	0
COc1ccc(NC(=O)CSc2nc3[nH]ncc3c(=O)[nH]2)cc1OC	-12	i	i	-1	i	3	i	i	4	i	-1
N#C/C(=C\c1ccncc1)C(N)=O	-10	i	i	-1	i	-1	i	i	-3	i	-3
CC(CC(=O)N1CCN(C(=O)c2ccccc2)CC1)c1ccccc1 (configuration not stated)	1	i	i	11	i	-2	i	i	-6	i	0
CCCCOc1ccc(Cl)cc1CSc1n[nH]c(C)n1	-5	i	i	1	i	-1	i	i	-1	i	.
CCN1CCCC1CNCC(=O)Nc1ccc(OC(F)(F)F)cc1 (configuration not stated)	-14	i	i	2	i	-1	i	i	3	i	-1
CC1CCN(c2nc3ccc(C(=O)NCCCN4CCCCC4C)cc3s2)CC1 (configuration not stated)	-10	i	i	1	i	-2	i	i	0	i	0
COc1ccc(CC(=O)OCn2nnc3ccccc3c2=O)cc1OC	-9	i	i	16	i	1	i	i	1	i	0
CC(C)(CO)NC(=O)C(c1ccccc1)c1ccccc1	-4	i	i	0	i	0	i	i	2	i	1

Continued:
mol	hERG protect	KCNK9 block	KCNK3 block	Dyrk1A ADPGlo	KCNQ1 pot	GSK3 alpha inh	PolyA inhibitor	KCNQ1 block	HDAC3 inhib	RGS4 pot	GSK3B inh
CCC(C)(C)C1CCC(=NNS(=O)(=O)c2ccc(C)c([N+](=O)[O-])c2)CC1 (configuration not stated)	-13	i	i	-8	i	-2	i	i	2	i	1
c1ccc(Cn2ncc3c(N4CCCCC4)ncnc32)cc1	-6	i	i	-3	i	.	i	i	-3	i	-1
CCCCC(=O)Nc1nc2c(s1)COc1ccccc1-2	-5	i	i	1	i	2	i	i	-1	i	3
CNNC(=S)NC1CC2CC1C1C=CCC21 (configuration not stated)	-10	i	i	5	i	-2	i	i	7	i	-3
CCC(C)NC(=O)Cn1c(=O)n(CCCCCC(=O)Nc2ccccc2)c(=O)c2sccc21 (configuration not stated)	-8	i	i	3	i	1	i	i	-7	i	2
COc1ccccc1C1C(C(=O)c2sc(C)nc2C)=C(O)C(=O)N1CCN1CCOCC1 (configuration not stated)	-6	i	i	-3	i	-1	i	i	10	i	1
O=C(c1cc(-c2ccc(F)cc2)on1)N1CCCCCC1	-4	i	i	4	i	0	i	i	1	i	-1
CC(=O)c1c(C)[nH]c(C(=O)Nc2cccc(C)n2)c1C	-8	i	i	6	i	0	i	i	-4	i	1
C[C@@H]1NC(=O)c2cc([N+](=O)[O-])cc(F)c2NCCC[C@@H](C(N)=O)NC(=O)[C@H](CC(N)=O)NC1=O	-13	i	i	-7	i	-4	i	i	3	i	1
Cc1ccc(NC(=S)N(CCCN2CCOCC2)Cc2ccco2)cc1	-11	i	i	2	i	-1	i	i	-2	i	1
CC1CN(C(=S)NC2CCCC2)CC(C)O1 (configuration not stated)	-5	i	i	.	i	-1	i	i	-3	i	-2
CSc1cccc(NC(=S)N2CCC(N(C)C3CCCCC3)CC2)c1	-9	i	i	5	i	-2	.	i	-2	i	3

New compounds follow:
mol	hERG protect	KCNK9 block	KCNK3 block	Dyrk1A ADPGlo	KCNQ1 pot	GSK3 alpha inh	PolyA inhibitor	KCNQ1 block	HDAC3 inhib	RGS4 pot	GSK3B inh
Cc1ccc(-c2nc(SCC(=O)NCC3CCCO3)c(-c3ccccc3)[nH]2)cc1 (configuration not stated)	-10	i	i	-5	i	0	i	i	4	i	-1
Cc1cccc(NC(=S)N(CCCN(C)C)Cc2cc3cc4c(cc3[nH]c2=O)OCO4)c1	-5	i	i	2	i	3	i	i	5	i	3
O=C(CN1C(=O)NC2(CCCC2)C1=O)NNC(=O)c1ccc(Br)cc1	-5	i	i	.	i	-3	i	i	0	i	-4
CC(=O)c1ccc(N2CCN(C(=O)CCS(=O)(=O)c3ccc4c(c3)NC(=O)CS4)CC2)cc1	-10	i	i	-3	i	-1	.	i	3	i	1
COC(=O)c1ccc(NC(=O)CSc2nnc(COc3c(C)cccc3C)o2)cc1	-5	i	i	-9	i	3	i	i	-1	i	-1
Cc1nc2ccc(C(=O)N/N=C/c3ccccc3O)cc2[nH]1	-9	i	i	-5	i	1	i	i	9	i	.
O=C(CSc1nc2ccccc2[nH]1)NC1CCS(=O)(=O)C1 (configuration not stated)	-9	i	i	-7	i	0	i	i	4	i	1
COc1ccc(S(=O)(=O)N2CCCCC2)cc1NCC(=O)Nc1ccc(C)cc1	-16	i	i	14	i	0	i	i	0	i	4
COc1ccc(NCc2nnc(SCC#N)n2-c2ccccc2OC)cc1	-5	i	i	4	i	2	i	i	4	i	1
CS(=O)(=O)c1ccc2nc(NC(=O)CN3C(=O)C4CC=CCC4C3=O)sc2c1 (configuration not stated)	-16	i	i	48	i	0	.	i	1	i	5
COc1ccc(C(=O)C2CCCN(C(=O)c3cccc(N4CCCC4=O)c3)C2)cc1OC (configuration not stated)	-8	i	i	-5	i	.	i	i	.	i	-1
CC(=O)c1cccc(-n2nnnc2SCC(=O)Nc2cccc(NC(=O)c3ccco3)c2)c1	1	i	i	7	i	1	i	i	11	i	-5
CC(C)(NS(=O)(=O)OCC(Cl)(Cl)Cl)c1ccccc1	0	i	i	9	i	-2	i	i	-5	i	1
O=C(Nc1ccc2c(c1)OCO2)C(c1ccccc1)N1CCN(C(=O)c2ccco2)CC1 (configuration not stated)	-6	i	i	-3	i	1	i	i	-2	i	-8
Cc1ccccc1N(C(=O)Cn1nnc(-c2cccs2)n1)C(C(=O)NCCC(C)C)c1ccco1 (configuration not stated)	-14	i	i	11	i	-4	i	i	5	i	3
